Assay outcomes: PubChem, National Center for Advancing Translational Sciences (NCATS)
LmPK inhibitor: inhibitors of Leishmania mexicana pyruvate kinase | purified LmPK, Kinase-Glo ATP luminescence, 1 h | Potency, µM (titrated, usually from 57.5 µM), for the others: top-dose activity change, negative = inhibition, usual class: inhibitors | 290,000 compounds, 0.37% hits | AID 1721; note: potency is the fitted concentration of half-maximal effect; % is set by controls: 0 for no effect and ±100 for the full control effect
Target sequence (Q27686 whole entry, looked up): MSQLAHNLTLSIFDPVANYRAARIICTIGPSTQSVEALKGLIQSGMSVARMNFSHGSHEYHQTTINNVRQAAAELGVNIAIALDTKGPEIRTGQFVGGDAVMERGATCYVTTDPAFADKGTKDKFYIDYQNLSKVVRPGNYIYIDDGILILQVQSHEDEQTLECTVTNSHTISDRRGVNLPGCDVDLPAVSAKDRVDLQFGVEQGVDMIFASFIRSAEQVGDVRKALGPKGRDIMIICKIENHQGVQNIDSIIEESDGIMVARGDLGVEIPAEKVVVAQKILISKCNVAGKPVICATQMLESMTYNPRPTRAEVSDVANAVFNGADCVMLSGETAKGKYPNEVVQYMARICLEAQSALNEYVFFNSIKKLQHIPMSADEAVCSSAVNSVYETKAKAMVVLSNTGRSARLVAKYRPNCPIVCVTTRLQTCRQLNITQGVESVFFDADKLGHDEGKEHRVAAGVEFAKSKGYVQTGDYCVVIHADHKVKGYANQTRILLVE
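Purified LmPK (0.1 nM) with 0.5 mM PEP and 0.1 mM ADP in imidazole buffer pH 7.2 with MgCl2/KCl, 1 h at room temperature. ATP formed was read by luciferase luminescence and normalized to no-enzyme and uninhibited controls.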
CHX counter: counter-screen hit for Shiga toxin inhibitors, cycloheximide; cell reporter, cycloheximide protein synthesis inhibition counterscreen; max response, %; 300,000 compounds, 12% hits; AID 2314; in the data active = max response mostly above about 13%, no sharp cut-off; inactive = mostly below about 14%; note: read at 38.3 µM for the half of the compounds with a filed dose; 0% is about no effect
Shiga toxin inh: blocks Shiga toxin action in Vero cells | inhibition, % at 38.7 µM | Vero cells, Shiga toxin protein synthesis inhibition reporter | 290,000 compounds, 9.2% hits; in the data active = inhibition mostly above about 28%, no sharp cut-off; inactive = mostly below about 43%; note: 0% is about no effect
Tb PYK inh: T. brucei pyruvate kinase inhibition. Q57TT1. TbPYK enzyme, Kinase-Glo Plus ATP luminescence, 45 min. Potency, µM (doses to about 76.8 µM), inactives show at the top dose activity, negative = inhibition, actives largely listed as inhibitors. 410,000 compounds, 0.12% hits; note: potency is the fitted concentration of half-maximal effect; % is set by controls: 0 for no effect and ±100 for the full control effect; nearly all actives have a fitted effect of over 50% in size
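Screened from lowest to highest concentration, compounds were pinned into TbPYK/substrate mixtures, and ADP (130 uM final) was added. Plates sat at room temperature for 45 min prior to Kinase-Glo Plus detection by luminescence.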
Pf growth 48h: inhibits P. falciparum growth in the first generation, 48 h; P. falciparum luciferase growth in erythrocytes, 48 h; AID 504832; 310,000 compounds, 5.9% hits; Potency, µM (highest dose often 28.7 µM), without a hit: at the highest dose activity change, negative = inhibition, most hits filed as inhibitors; note: potency is the fitted concentration of half-maximal effect; % is set by controls: 0 for no effect and ±100 for the full control effect
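Erythrocytes infected with P. falciparum carrying an integrated firefly luciferase reporter (2% hematocrit, 0.1% parasitemia final) were exposed to compounds in RPMI 1640 with 0.5% Albumax at 37 C, 5% CO2. Growth inhibition was scored as reduced luminescence.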
Pf growth 96h: inhibits malaria parasite growth, 96 h; P. falciparum luciferase reporter growth, 96 h; Potency, µM (top dose mostly 28.7 µM), without a hit: at the top dose activity change, negative = inhibition, actives largely listed as inhibitors; 320,000 compounds, 6.9% hits; AID 504834; note: potency is the fitted concentration of half-maximal effect; % is set by controls: 0 for no effect and ±100 for the full control effect
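Parasite growth measured via integrated firefly luciferase reporter in P. falciparum. Infected erythrocytes at 2% hematocrit, 0.05% parasitemia final were treated 96 hours at 37 C under 5% CO2, and luminescence was read.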
AmpC inh no detg: blocks E. coli AmpC beta-lactamase in detergent-free assay | Potency, µM (highest dose often 57.1 µM), for the others: at the top dose activity change, negative = inhibition, most hits filed as inhibitors | AID 485341 | AmpC nitrocefin hydrolysis, absorbance 480 nm, 0.0001% Triton | P00811 | 330,000 compounds, 0.52% hits;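 note: potency is the fitted concentration of half-maximal effect; plate controls were no compound for no effect and no enzyme for full effect; nearly all actives have a fitted effect of over 20% in size; some results filed as inactive show a strong effect at the top dose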
Target sequence (P00811 whole entry, looked up): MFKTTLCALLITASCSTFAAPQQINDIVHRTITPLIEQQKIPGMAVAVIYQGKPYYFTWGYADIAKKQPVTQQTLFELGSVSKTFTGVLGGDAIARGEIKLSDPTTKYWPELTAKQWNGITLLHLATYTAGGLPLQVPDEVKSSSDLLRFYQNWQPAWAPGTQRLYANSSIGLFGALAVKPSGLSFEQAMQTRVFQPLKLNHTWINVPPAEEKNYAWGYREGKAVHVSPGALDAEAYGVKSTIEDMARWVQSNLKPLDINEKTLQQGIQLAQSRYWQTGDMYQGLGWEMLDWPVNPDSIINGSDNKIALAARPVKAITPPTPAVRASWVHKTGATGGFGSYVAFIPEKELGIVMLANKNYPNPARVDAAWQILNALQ
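20 mM phosphate pH 7.0 + 0.01% (detergent screen) or 0.0001% Triton X-100; 5.3 nM AmpC reagent; cpd preinc 15 min RT; nitrocefin (800 uM stock) to start; A480 q20 s × 4 min; Activity was normalised to no-enzyme and no-compound control wells.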
* = called active by the depositor; i = inactive; ? = inconclusive; nt = no result given; [ ] = remark or other dose. Unless noted, calls come from the whole dose curve; as a rule, active = well fitted curve in the direction sought with a large enough effect; inconclusive = small, poorly fitted or top-dose-only effect, or another doubt; inactive = no such curve, though single readings can be large; an effect the other way counts as inactive or inconclusive.

1) CCc1cc(Cn2nc(-c3ccccc3)cc2C(=O)NCC2CC2)on1
2) COc1ccc(CNS(=O)(=O)c2ccc(S(=O)(=O)NC3CC3)cc2)cc1
3) Cc1cc(C(=O)Nc2sc3c(c2C#N)CCC(C)C3)no1 (stereo not given)
4) O=C(CCC(=O)OCc1cccc([N+](=O)[O-])c1)Nc1ccc(F)cc1
5) CCOC(=O)N1CCN(C(=O)CSc2nnc(-c3ccc(C)c(C)c3)o2)CC1
6) O=C(NCc1cccc(Cl)c1)c1ccc(CS(=O)Cc2ccc(Cl)cc2)o1 (stereo not given)
7) COCCN(C(=O)CSc1nnc(-c2ccccc2F)o1)c1c(N)n(CC(C)C)c(=O)[nH]c1=O
8) COc1c(C)cc(C(=O)C2CCCN(C(=O)CCc3scnc3C)C2)cc1C (stereo not given)
9) COc1ccccc1NC(=O)CN1C(=O)COc2ccc(S(=O)(=O)N3CCOCC3)cc21
10) N[C@@H](CO)c1nnc([C@H](Cc2ccc(O)cc2)NC(=O)C2CCNCC2)o1
entry no.	1	2	3	4	5	6	7	8	9	10
LmPK inhibitor	nt	3.3%	0.3%	1.5%	3.4%	8.5%	nt	3.8%	-0.7%	7.1%
CHX counter	nt	-6.9	35.7*	-2.0	-1.7	9.2	nt	7.3	8.0	0.7
Shiga toxin inh	nt	-4.8	75.5*	11.6	9.5	-9.3	nt	30.7	10.4	-3.7
Tb PYK inh	0.9%	-5.2%	-17.8%	-1.2%	3.1%	1.7%	0.3%	6.9%	-0.8%	2.0%
Pf growth 48h	?	7.4%	82.0%[activator]	0.4%	nt	-0.3%	?	-18.0%	-28.2%	61.4%[activator]
Pf growth 96h	?	-12.2%	16.7%	23.1%	9.28µM*	16.0%	-16.1%	65.5%[activator]	?	63.0%[activator]
AmpC inh no detg	-1.0%	-8.1%	-14.8%	-20.9%	13.1%	41.0%	-9.3%	110.1%[activator]	-1.3%	-11.7%

The closing 3 records of the part before open the next one:
8) COc1c(C)cc(C(=O)C2CCCN(C(=O)CCc3scnc3C)C2)cc1C (stereo not given)
9) COc1ccccc1NC(=O)CN1C(=O)COc2ccc(S(=O)(=O)N3CCOCC3)cc21
10) N[C@@H](CO)c1nnc([C@H](Cc2ccc(O)cc2)NC(=O)C2CCNCC2)o1
11) COc1ccc(S(=O)(=O)NC(C)C(=O)NCc2ccncc2)cc1OC (stereo not given)
12) Cc1ccc(CN2CCSc3ccc(C(=O)NCc4cccnc4)cc32)cc1
13) O=C(CNC(=O)c1ccco1)NCC(=O)OCc1cccc(Cl)c1
14) NC(=O)NC(=O)CN1C(=O)NC(c2ccccc2)(c2ccccc2)C1=O
15) CCN1CCN(S(=O)(=O)c2ccc(Cl)c(C(=O)NCCc3ccccc3)c2)CC1
16) Cc1ccc(-c2[nH]nc3c2C(c2cccnc2)C(C#N)=C(N)O3)cc1 (stereo not given)
17) CCCN1C(=O)c2cc(C(=O)NCc3ccc(OC)cc3)ccc2C1O (stereo not given)
18) Cc1cc(C)cc(NC(=O)COc2ccc(C(=S)N3CCOCC3)cc2)c1
19) O=C(CNC(=O)c1ccccc1F)Nc1ccccc1C(F)(F)F
20) Cc1ccc(NS(=O)(=O)c2ccc3c(c2)OCCCO3)cc1S(=O)(=O)N1CCOCC1
entry no.	8	9	10	11	12	13	14	15	16	17	18	19	20
LmPK inhibitor	3.8%	-0.7%	7.1%	2.4%	4.3%	0.8%	-4.0%	nt	-12.5%	-0.5%	3.3%	-6.1%	nt
CHX counter	7.3	8.0	0.7	-9.0	-0.2	-1.9	-5.3	nt	10.8	4.3	-2.2	-2.2	nt
Shiga toxin inh	30.7	10.4	-3.7	-9.1	-13.8	-13.7	-3.4	nt	3.9	-10.4	-8.6	-16.3	nt
Tb PYK inh	6.9%	-0.8%	2.0%	-2.3%	-0.6%	-0.5%	-5.7%	-4.6%	-16.0%	-25.3%	-3.1%	5.4%	0.9%
Pf growth 48h	-18.0%	-28.2%	61.4%[activator]	4.2%	?	1.0%	-0.1%	71.2%[activator]	nt	-10.9%	?	4.1%	?
Pf growth 96h	65.5%[activator]	?	63.0%[activator]	1.3%	40.4%[activator]	?	35.8%[activator]	43.5%[activator]	nt	?	7.2%	33.3%	?
AmpC inh no detg	110.1%[activator]	-1.3%	-11.7%	53.2%	1.7%	-4.6%	-12.8%	-9.7%	-35.5%	-14.3%	1.9%	-13.0%	-29.2%

21) CC(Sc1ccccc1)C(=O)NNC(=O)c1ccncc1 (stereo not given)
22) COc1ccc(C(=O)Oc2cc(/C=N/NS(=O)(=O)c3ccccc3)ccc2OC)cc1
23) CCn1c(SCC(=O)NC(=O)NCc2ccco2)nc2sc(C)c(C)c2c1=O
24) COc1ccc(-c2cc(=O)c(C(=O)c3ccc(C)cc3)n[nH]2)cc1
25) CC1=NN(C(N)=S)C(=O)C1N=Nc1ccccc1Cl (stereo not given)
26) CN(CC(=O)Nc1cccc(Cl)c1)S(=O)(=O)c1ccc2[nH]c(=O)oc2c1
27) Cc1cccc2cc(COC(=O)COc3ccccc3)c(=O)[nH]c12
28) O=C(c1ccc2c(c1)OCO2)N(CC1CCCO1)C1(C(=O)NC2CCCC2)CCCCC1 (stereo not given)
29) O=C(OCC(=O)N1CCc2ccccc21)c1nc(Cl)ccc1Cl
30) O=C(Nc1cccc(-c2nnco2)c1)c1cccs1
entry no.	21	22	23	24	25	26	27	28	29	30
LmPK inhibitor	nt	2.6%	10.8%	-7.3%	6.4%	7.9%	-1.0%	0.8%	-0.1%	-1.4%
CHX counter	nt	2.6	3.9	4.5	18.3*	-1.5	6.0	-1.4	7.8	0.7
Shiga toxin inh	nt	-12.7	-25.8	22.1	nt	-6.4	8.9	-7.4	3.4	11.7
Tb PYK inh	2.5%	0.1%	-17.7%	-0.4%	-5.7%	0.0%	-11.9%	5.7%	1.0%	3.1%
Pf growth 48h	0.3%	5.1%	-28.5%	i	?	15.1%	?	11.7µM*	6.3%	35.6%[activator]
Pf growth 96h	25.4%	nt	nt	6.2%	283.1%[activator]	-12.5%	?	?	47.7%[activator]	36.3%[activator]
AmpC inh no detg	-13.6%	-10.7%	2.1%	-13.8%	-31.6%	-34.0%	-4.5%	39.8%	-25.6%	-18.5%

31) CCOC(=O)C1(CCOc2ccccc2)CCN(Cc2cnc(C)[nH]2)CC1
32) Cc1c(Cc2ccccc2)c(=O)oc2cc(OCC(=O)N3CCC(C(N)=O)CC3)ccc12
33) CCNC(=O)NC(=O)C(C)Sc1nc2cc(C(=O)OC)ccc2c(=O)n1-c1ccccc1 (stereo not given)
34) CC(=O)NC(CC(=O)NCC(c1ccco1)N(C)C)c1ccccc1 (stereo not given)
35) COc1cccc(N2CC(C(=O)Oc3ccc4ccccc4c3)CC2=O)c1 (stereo not given)
36) CCCC(=O)Nc1c(-c2cccs2)c(=O)c2ccccc2n1C
37) Cc1ccc(S(=O)(=O)C(C#N)c2nc3ccccc3nc2N2CCN(C)CC2)cc1C (stereo not given)
38) COc1ccc(N2C(=O)CC(NCc3ccc(F)cc3)C2=O)cc1 (stereo not given)
39) Oc1ccc[n+](CCCCC[n+]2cccc(O)c2)c1
40) CCCOc1cccc(C2C(C(=O)c3ccc(C)o3)=C(O)C(=O)N2CCN2CCOCC2)c1 (stereo not given)
entry no.	31	32	33	34	35	36	37	38	39	40
LmPK inhibitor	-1.7%	0.6%	7.7%	-0.2%	13.1%	-12.0%	14.6%	9.1%	-0.1%	6.6%
CHX counter	-0.4	-1.7	-2.7	-1.3	-2.4	-3.9	4.2	5.7	-3.1	0.8
Shiga toxin inh	9.8	10.0	-14.0	-11.4	25.1	-11.8	10.2	-0.8	18.6	-4.8
Tb PYK inh	2.4%	14.0%	2.2%	-3.8%	-7.5%	3.4%	nt	-9.3%	2.5%	-8.0%
Pf growth 48h	-13.0%	?	20.5%	-0.8%	nt	-0.5%	6.8%	-2.1%	1.9%	-1.5%
Pf growth 96h	?	?	78.5%[activator]	-10.8%	-18.7%	nt	nt	-53.7%	24.1%	-21.1%
AmpC inh no detg	-15.4%	343.0%[activator]	-9.8%	-2.2%	-12.4%	-17.3%	158.9%[activator]	-5.1%	-1.5%	-10.4%

41) CCOC(=O)c1cnn2c1[nH]c(=O)c1ccccc12
42) Nc1ccccc1OCCOc1ccccc1N
43) O=C(Oc1ccc2ccccc2c1)c1ccccc1
44) O=C(NCc1ccccc1F)Nc1ccc([N+](=O)[O-])cc1
45) CCC(C)c1ccccc1NC(=O)COc1ccc(-n2cnnn2)cc1 (stereo not given)
46) c1ccc2c(c1)nc(NCCN1CCOCC1)c1nncn12
47) CC(O)CCC(=O)NNC1=CC(=O)CC(C)(C)C1 (stereo not given)
48) Cc1cc(C(=O)OCC(=O)Nc2cc(Cl)ccc2C)c(C)o1
49) O=c1[nH]c2ccccc2nc1-c1c[nH]c2ccccc12
50) O=C(NC(=S)Nc1ccc(S(=O)(=O)Nc2ncccn2)cc1)c1cccc(Br)c1
51) CC1CN(C(=O)Nc2cccc(Cl)c2)C2(CCCCCC2)O1 (stereo not given)
52) COc1ccc(-c2nn(CCC#N)cc2C(=O)Nc2ccccn2)cc1OC
53) S=C(Sc1ccc(Cl)cc1)Sc1ccc(Cl)cc1
entry no.	41	42	43	44	45	46	47	48	49	50	51	52	53
LmPK inhibitor	-0.7%	-3.3%	-14.4%	7.5%	nt	-3.6%	-3.3%	nt	-0.2%	-0.3%	-6.3%	-5.8%	0.6%
CHX counter	-1.8	20.2*	22.5*	17.6	nt	4.1	-2.7	nt	25.6*	5.3	4.6	-1.8	20.9*
Shiga toxin inh	-6.2	31.3	94.2	35.2*	nt	-10.2	28.4	nt	34.4	-10.8	2.9	-6.4	20.9
Tb PYK inh	-7.7%	2.8%	-2.9%	0.6%	3.0%	-6.1%	nt	1.6%	5.8%	2.4%	-19.8%	-5.0%	nt
Pf growth 48h	31.2%[activator]	nt	nt	-5.2%	-16.1%	42.1%[activator]	44.5%[activator]	-25.2%	nt	32.1%[activator]	-21.4%	-8.0%	6.57µM*
Pf growth 96h	9.28µM*	46.6%[activator]	19.7%	13.1µM*	-4.8%	-18.7%	2.3%	?	?	-13.4%	-3.0%	0.0%	?
AmpC inh no detg	-13.4%	-13.3%	-22.5%	-41.4%	-10.8%	-19.9%	-7.3%	-15.5%	-28.9%	4.1%	-20.3%	-0.2%	-15.7%
